Bioassay records: PubChem, National Center for Advancing Translational Sciences (NCATS)
HCV inhibitor = qHTS Assay for Inhibitors of Hepatitis C Virus (HCV). Huh7.5.1 HCVcc-Cre infection, luciferase reporter, 44 h. Potency, µM (highest dose often 41.8 µM), for the others: at the highest dose activity change, negative = inhibition, hits mostly inhibitors. 340,000 compounds, 3.4% hits. AID 651820, 2012
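Reporter virus HCVcc-Cre (~0.5 moi) infects cells exposed to compound; seeding density 1,000 cells/well with 4 h settling beforehand. Luminescence, 15 sec read, taken 44 h post-infection following a 15 min RT substrate incubation.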
Pf growth 48h = Primary qHTS for delayed death inhibitors of the malarial parasite plastid, 48 hour incubation; P. falciparum luciferase growth in erythrocytes, 48 h; AID 504832, 2011; Potency, µM (doses to about 28.7 µM), for inactives: at the top dose activity change, negative = inhibition, most hits filed as inhibitors; 310,000 compounds, 5.9% hits
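Read-out is firefly luciferase luminescence from an integrated reporter in P. falciparum, so falling signal marks reduced parasite growth. Infected erythrocytes were at 2% hematocrit and 0.1% parasitemia (final) in Albumax-supplemented RPMI 1640.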
Tb PYK inh = qHTS of Trypanosoma Brucei Inhibitors. Potency, µM (titrated, usually from 76.8 µM), for the others: at the top dose activity, negative = inhibition, actives largely listed as inhibitors. 410,000 compounds, 0.12% hits. AID 624173, 2012. pyruvate kinase (Trypanosoma brucei), Q57TT1. TbPYK enzyme, Kinase-Glo Plus ATP luminescence, 45 min; note: nearly all actives have a fitted effect of over 50% in size
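Assay buffer: 50 mM TEA pH 7.2, 100 mM KCl, 10 mM MgCl2, 0.05% BSA, 0.01% Tween-20. Pyruvate kinase from T. brucei plus substrate met compound, then ADP (130 uM final). Luminescence was read post 45 min RT.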
Pf growth 96h = Primary qHTS for delayed death inhibitors of the malarial parasite plastid, 96 hour incubation; Potency, µM (series often up to 28.7 µM), for inactives: at the top dose activity change, negative = inhibition, actives largely listed as inhibitors; 320,000 compounds, 6.9% hits; P. falciparum luciferase reporter growth, 96 h
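Two parasite generations (96 h, 37 C, 5% CO2) of compound exposure in infected erythrocytes (0.05% parasitemia, 2% hematocrit). Luciferase-reporter P. falciparum; decreased luminescence indicates inhibited growth, aimed at apicoplast-acting delayed death.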
LmPK inhibitor = qHTS Assay for Inhibitors of Leishmania Mexicana Pyruvate Kinase (LmPK). Q27686. purified LmPK, Kinase-Glo ATP luminescence, 1 h. Potency, µM (series often up to 57.5 µM), for inactives: top-dose activity change, negative = inhibition, most hits filed as inhibitors. 290,000 compounds, 0.37% hits. AID 1721, 2009
Target sequence (Q27686 whole entry, looked up): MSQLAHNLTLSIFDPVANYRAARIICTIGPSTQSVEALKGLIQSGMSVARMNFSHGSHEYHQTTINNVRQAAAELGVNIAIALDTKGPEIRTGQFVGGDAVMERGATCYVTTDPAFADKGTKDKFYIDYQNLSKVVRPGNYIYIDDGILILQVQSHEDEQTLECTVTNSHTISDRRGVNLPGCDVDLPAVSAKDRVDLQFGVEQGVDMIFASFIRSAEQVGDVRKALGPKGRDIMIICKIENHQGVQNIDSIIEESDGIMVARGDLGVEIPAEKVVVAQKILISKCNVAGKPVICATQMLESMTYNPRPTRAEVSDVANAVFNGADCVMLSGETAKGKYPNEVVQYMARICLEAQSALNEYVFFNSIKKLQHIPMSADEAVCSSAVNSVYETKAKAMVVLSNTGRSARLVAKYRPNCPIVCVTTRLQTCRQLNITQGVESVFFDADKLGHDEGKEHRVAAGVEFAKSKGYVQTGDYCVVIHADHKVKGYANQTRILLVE
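Purified LmPK (0.1 nM) converted ADP (0.1 mM) to ATP with PEP (0.5 mM) in imidazole buffer pH 7.2 with KCl and MgCl2, 1 h at room temperature. ATP was read by Kinase-Glo luminescence; data normalized to uninhibited and no-enzyme controls.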
Sm TGR block = qHTS Assay for the Inhibitors of Schistosoma Mansoni Peroxiredoxins. Schistosoma mansoni thioredoxin glutathione reductase (TGR), Q962Y6. 360,000 compounds, 3% hits. purified TGR, DTNB reduction, TNB absorbance 405 nm. Potency, µM (doses to about 114 µM), without a hit: at the highest dose activity change, negative = inhibition, most hits filed as inhibitors; note: nearly all actives have a fitted effect of over 60% in size
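TGR 20 nM + NADPH 100 uM (dispensed conc.), cpd preinc 15 min RT; start with NADPH (500 uM addition) then DTNB (15 mM addition). Kinetic TNB absorbance, 405 nm filter. Four-parameter Hill fit across titration.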
An asterisk follows results filed as active; u = inconclusive; x = not tested or not shown; & = joins results of further samples; ! = a repeat was not active; [ ] = dose if it differs, or a comment. Calls come from the whole dose curve; as a rule, active = well fitted curve in the direction sought with a large enough effect; inconclusive = small, poorly fitted or top-dose-only effect, or another doubt; inactive = no such curve, though single readings can be large; an effect the other way counts as inactive or inconclusive. % is set by controls: 0 for no effect and ±100 for the full control effect; potency is the fitted concentration of half-maximal effect. This is a random part of the collection. About 16% of those tested had a hit in this group.

nr	SMILES	Pf growth 96h	Tb PYK inh	Pf growth 48h	HCV inhibitor	Sm TGR block	LmPK inhibitor
1	CCCCN(C(=O)C(C)(C)Oc1ccc(Cl)cc1)c1c(N)n(CCC)c(=O)[nH]c1=O	-13%	-2%	0%	-10%	-3%	x
2	CCC1CCCCN1CCCNC(=O)C(C)n1nc(C)c2sc3ccccc3c2c1=O (stereo unspecified)	u	-9%	u	u	0%	-2%
3	CCCCN(C(=O)CCn1c(=O)oc2ccccc21)c1ccccc1	u	1%&4%	u	7%	25µM*!	2%
4	O=[N+]([O-])c1cc(Cl)c(O)c(-[n+]2c(-c3ccccc3)cc(-c3ccccc3)cc2-c2ccccc2)c1	u	-2%	u	u	-11%	2%
5	O=C1C2CC=C(Cl)CC2C(=O)N1CN(Cc1ccco1)CN1C(=O)C2CC=C(Cl)CC2C1=O (stereo unspecified)	38%[activator]	-14%	3%	9%	50µM*	3%
6	Nc1nc(NCC2CCCO2)nc(Nc2cccc(F)c2)c1[N+](=O)[O-] (stereo unspecified)	-3%	6%	u	-12%	7%	3%
7	O=C(CCN1C(=O)c2ccccc2S1(=O)=O)Nc1ccc(Cl)cc1	-16%	5%	-7%	-3%	7%	6%
8	CCOC(=O)c1cnc(-c2ccccc2)nc1N1CCOCC1	27%	30%	u	-30%	-2%	3%
9	Cc1ccc(CN(Cc2ccccc2)C(=S)NCC(=O)NCc2cccnc2)o1	-5%	-22%	12µM*	10%	-25%	-12%
10	CC(=O)c1ccc(NC2=NCCCS2)cc1	20%	-7%	76%[activator]	-6%	-3%	5%
11	CCCC(=O)Nc1cc(C(=O)N(C)CC(OC)OC)ccc1S(=O)(=O)c1ccc(C)cc1	-7%	5%	1%[0.00184 µM]	u	-18%	1%
12	CCCC(=O)Nc1ccc(C(=O)Nc2ccc([N+](=O)[O-])cc2OC)cc1	72%[activator]	-7%	u	u	x	3%
13	O=C1C2C(C(=O)N1/N=C/c1cccc([N+](=O)[O-])c1)C1C=CC2C12CC2 (stereo unspecified)	106%[activator]	-7%	99%[activator]	23%	12%	-1%
14	Nc1nonc1-n1nnc(C(=O)N/N=C/c2ccccc2Cl)c1COc1ccc(F)cc1	14%	1%	2%	13%	3%	-1%
15	CCCCC(=O)O[C@H]1CC[C@H]2[C@@H]3CCc4cc(O)ccc4[C@H]3CC[C@]12C	u	4%	u	u	-25%	-3%
16	NS(=O)(=O)c1ccc(-n2nncc2-c2ccco2)cc1	29%	0%	10%	16%	-34%	0%
17	Cc1nn(Cc2ccccc2)c(C)c1C(=O)N1CCN(S(=O)(=O)/C=C/c2ccccc2)CC1	4.1µM*	-6%	12µM*	-10%	-11%	x
18	O=C(Nc1ccccc1C(=O)N1CCOCC1)c1ccc(Cl)cc1	13µM*	-3%	7%	8%	-1%	-1%
19	CCCCn1c(O)c(C(CC)=Nc2ccc3c(c2)CCC3)c(=O)[nH]c1=O	u	-5%	-6%	-13%	-3%	6%
20	Cc1cc(C)nc(NS(=O)(=O)c2ccc(N=NN(C)C)cc2)n1	29%	2%	33%	3%	0%	1%

Some of the entries so far, with one line to a screen:
18	O=C(Nc1ccccc1C(=O)N1CCOCC1)c1ccc(Cl)cc1
5	O=C1C2CC=C(Cl)CC2C(=O)N1CN(Cc1ccco1)CN1C(=O)C2CC=C(Cl)CC2C1=O (stereo unspecified)
3	CCCCN(C(=O)CCn1c(=O)oc2ccccc21)c1ccccc1
11	CCCC(=O)Nc1cc(C(=O)N(C)CC(OC)OC)ccc1S(=O)(=O)c1ccc(C)cc1
14	Nc1nonc1-n1nnc(C(=O)N/N=C/c2ccccc2Cl)c1COc1ccc(F)cc1
19	CCCCn1c(O)c(C(CC)=Nc2ccc3c(c2)CCC3)c(=O)[nH]c1=O
8	CCOC(=O)c1cnc(-c2ccccc2)nc1N1CCOCC1

assay / entry,18,5,3,11,14,19,8
Pf growth 96h,13µM*,38%[activator],u,-7%,14%,u,27%
Tb PYK inh,-3%,-14%,1%&4%,5%,1%,-5%,30%
Pf growth 48h,7%,3%,u,1%[0.00184 µM],2%,-6%,u
HCV inhibitor,8%,9%,7%,u,13%,-13%,-30%
Sm TGR block,-1%,50µM*,25µM*!,-18%,3%,-3%,-2%
LmPK inhibitor,-1%,3%,2%,1%,-1%,6%,3%

Continued.
nr	SMILES	Pf growth 96h	Tb PYK inh	Pf growth 48h	HCV inhibitor	Sm TGR block	LmPK inhibitor
21	O=C(NCc1ccc(F)cc1)C1Cc2ccccc2CN1C(=O)c1ccco1 (stereo unspecified)	8%	-2%	-1%	4%	7%	-6%
22	C=C(C)c1cccc(C(C)(C)NC(=O)NC2CCCC2)c1	-12%	1%	u	2%	-1%	-1%
23	Cc1ccccc1OCCn1c(=O)sc2ccccc21	1%	4%	13µM*	-5%	0%	4%
24	O=C(COC(=O)c1cnccn1)NCCc1ccccc1	20%	0%	u	7%	-4%	-9%
25	COC(=O)c1cc(S(=O)(=O)N2CCC(c3ccccc3)C2)c[nH]1 (stereo unspecified)	-14%	-2%	30%	11µM*	-19%	0%
26	CC(C)C[C@H](NC(=O)CCn1nnc2ccccc2c1=O)C(=O)O	22%	-18%	-5%	27%	0%	6%
27	CNc1nc(NN)nc(Nc2ccccc2)n1	u	9%	-19%	8%	10%	0%
28	Cc1nc2c(nnn2Cc2c(Cl)cccc2Cl)c(=O)[nH]1	-23%	0%	8%	1%	-22%	-1%
29	CCOc1ccc(NC(=O)CSc2nnc(Cc3cccn3C)n2-c2ccc(F)cc2)cc1	-7%	-10%	12%	u	-23%	0%
30	O=C(N/N=C\c1ccccn1)C1COc2cc3ccccc3cc2O1 (stereo unspecified)	0%	-3%	u	26%	11%	3%
31	O=C(O)CC12CSc3[nH]c(=O)sc3C1c1ccccc1OC2=O (stereo unspecified)	-19%	x	x	x	27%	18%
32	CCOc1ccccc1Oc1coc2cc(OCC(=O)O)ccc2c1=O	42%[activator][5.75 µM]	-5%	3%	3%	7%	0%
33	CN(C)c1ccc(-c2nnc(-c3ccccc3F)o2)cc1	5%	-2%	63%[activator]	u	-1%	-10%
34	CCOC(=O)c1ccc(NC(=O)c2ccc(CO)c(C(=O)NC3CCN(C(=O)OCC)CC3)c2)cc1	x	-19%	x	u	2%	-3%
35	COc1nc(C)nc(C)c1Oc1ccc(Cl)cc1Cl	23%	-1%	6%	25%	3%	4%
36	Nc1nonc1C(=O)N/N=C/c1cc(Br)ccc1O	13%	3%	4.1µM*	11µM*	3%	-3%
37	O=C(Nc1nnc(SCc2ccc(Cl)cc2)s1)c1ccco1	213%[activator]	u	u	9%	2%	4%
38	CCc1ccc(OC(=O)c2ccn(CC)n2)cc1	u	6%	5%	16%	2%	-15%
39	COc1ccccc1NC(=O)Cn1c(O)c(N=NC(=O)c2ccccc2O)c2ccccc21	27%	7%	7%	-2%	1%	-3%
40	CN(C(=O)COC(=O)/C=C/c1ccccc1[N+](=O)[O-])c1ccccc1	30%	0%	8%	-4%	46%[activator]	5%
41	COc1ccc(S(=O)(=O)N2CCCN(Cc3cccc(F)c3)CC2)cc1	12µM*	0%	19%	10%	-6%	-8%
42	Nc1nc(SCC(=O)NN(c2ccccc2)c2ccccc2)n[nH]1	32%[activator]	12%	-9%	12%	9%	-1%
43	CCc1ccc(C(=O)COC(=O)c2ccccc2OC)cc1	-24%	2%	75%[activator]	10%	4%	u
44	COc1cc([N+](=O)[O-])ccc1NC(=O)Cc1ccc(F)cc1	58%[activator]	-5%	12%	-6%	0%	1%
45	Cc1ccc(Sc2cnn(-c3ccccc3)c(=O)c2Cl)cc1	u	0%	u	-1%	11%	7%
46	Cc1cccc(N(CC(=O)NC(C)(C)C)C(=O)CS(=O)CC(=O)Nc2ccc3c(c2)OCO3)c1 (stereo unspecified)	28%	3%	-12%	10%	5%	0%
47	CCCc1cc(=O)oc2cc(C)cc(OCc3nn[nH]n3)c12	-5%	-3%	11%	10%	-30%	9%
48	O=C(N/N=C/c1c(O)n(CCC2=CCCCC2)c(=S)[nH]c1=O)c1ccccc1	5%	-5%	16%	8%	-14%	2%
49	O=C(Nc1ccc(N=Nc2ccccc2)cc1)c1ccc(Cl)cc1Cl	63%[activator]	0%	10%	u	9%	3%
50	CCN(CC(=O)Nc1ccc(Br)cc1)C(=O)Cc1cccc(F)c1	-14%	-1%	-16%	-13%	-2%	-2%
51	O=C(COC(=O)c1ccc(F)cc1)NC1CC1	4%	3%	3%	18%	-10%	x
52	COCCSc1nnc(NC(=O)CCS(=O)(=O)Cc2ccccc2)s1	15%	-3%	7%	-14%	5%	-5%
53	Cc1ccccc1OCC(=O)Nc1ccccc1N1CCC(C)CC1	32%[activator][5.75 µM]	0%	u	u	1%	3%
54	COc1cc(NC(=O)Cc2ccccc2)cc(OC)c1	14%	6%	x	6%	14%[11.4 µM]	4%
55	Cc1nn(C)c(C)c1/C=C/C(=O)c1ccccc1	-17%	9%	x	u	-1%	-10%
56	CCN(CC)S(=O)(=O)c1ccc2c(c1)N(CC(=O)Nc1ccc(NC(C)=O)cc1)C(=O)CO2	u	-2%	10%	-8%	0%	1%
57	COC(=O)Cn1cnc2c(nnn2-c2cccc(OC)c2)c1=O	26%	1%	25%	9%	-20%	8%
58	COc1ccc(-n2c(SCC(=O)Nc3ccc(NC(C)=O)cc3)nc3c([nH]c4ccccc43)c2=O)cc1OC	-21%	-14%	u	x	0%	0%
59	N#C/C(=C\C=C\c1ccccc1)C(=O)N1CCCC1	u	-4%	7.4µM*	9%	-14%	5%
60	COc1ccc2oc(C(=O)OCC(=O)NCCc3ccccc3)c(C)c2c1	3%	1%	0%	-4%	5%	x
61	O=C(NCCN1CCCC1)c1ccc2c(c1)N(Cc1cccc(Cl)c1)C(=O)c1ccccc1S2(=O)=O	0%	-4%	8.3µM*	u	-14%	6%
62	Cc1cccc(C(=O)Nc2ccc(C(=O)N/N=C/c3cccnc3)cc2)c1	-10%	-1%	u	2%	1%	4%
63	COc1cc(N/C(=N/S(=O)(=O)c2ccccc2)c2ccccc2)ncn1	-12%	7%	118%[activator]	4%	-1%	2%
64	O=C(NC1CC1)C1=C[C@@H](c2csc3ccccc23)C[C@@H](OCCCCO)O1	13µM*	2%	10µM*	-2%	-1%	-2%
65	O=C(COc1ccc(Br)cc1Cl)NC1CCCCC1	218%[activator]	-4%	191%[activator]	u	-2%	2%

Reprinted at random: two records from the list, in no set order.
nr	SMILES	Pf growth 96h	Tb PYK inh	Pf growth 48h	HCV inhibitor	Sm TGR block	LmPK inhibitor
17	Cc1nn(Cc2ccccc2)c(C)c1C(=O)N1CCN(S(=O)(=O)/C=C/c2ccccc2)CC1	4.1µM*	-6%	12µM*	-10%	-11%	x
14	Nc1nonc1-n1nnc(C(=O)N/N=C/c2ccccc2Cl)c1COc1ccc(F)cc1	14%	1%	2%	13%	3%	-1%
